TRHR agonist – TRH receptor (human) agonism; TRHR cells, calcium flux fluo-8, FDSS agonist mode; activation, % at 2 µM; AID 493084; 0.18% of 360,000 active; P34981; in the data active = activation above about 30%; also: 0% is about no effect
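In this calcium-flux screen, cells bearing human TRHR are dye-loaded with fluo-8, baselined for 10 cycles, then exposed to library compounds; positive kinetic calcium responses during the agonist phase mark hits, with TRH as control.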
D1 ag – agonists of human D1 dopamine receptor; HEK293 T-REx D1 cells, calcium flux, agonist mode; activation, % at 2 µM; 1% of 360,000 active; AID 504660; in the data active = activation above about 30%; also: 0% is about no effect
Target sequence (P21728 whole entry, looked up): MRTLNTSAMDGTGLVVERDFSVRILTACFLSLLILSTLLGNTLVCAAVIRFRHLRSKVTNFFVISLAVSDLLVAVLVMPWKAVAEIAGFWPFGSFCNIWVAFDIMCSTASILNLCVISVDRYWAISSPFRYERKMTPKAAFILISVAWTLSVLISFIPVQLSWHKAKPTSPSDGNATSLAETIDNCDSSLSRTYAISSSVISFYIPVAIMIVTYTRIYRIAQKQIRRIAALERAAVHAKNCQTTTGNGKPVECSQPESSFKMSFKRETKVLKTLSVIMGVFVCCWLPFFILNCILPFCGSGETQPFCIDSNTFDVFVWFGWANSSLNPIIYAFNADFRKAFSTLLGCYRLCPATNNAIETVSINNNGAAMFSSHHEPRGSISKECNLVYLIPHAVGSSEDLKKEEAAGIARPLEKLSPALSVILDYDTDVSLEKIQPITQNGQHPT
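Tetracycline-induced HEK293 TREx D1 cells, force-coupled to calcium signalling, were dye-loaded with a no-wash calcium kit. Compound was pin-added after a 10 s baseline. Fluorescence was read kinetically at 1 cycle/s for 180 s, with calcium rises flagged as agonism.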
D1 PAM – potentiators of human D1 dopamine receptor; 0.036% of 360,000 active; potentiation, % at 10 µM; HEK293 TREx D1 cells, calcium flux, dopamine EC20 potentiation; P21728; in the data active = potentiation above about 30%; also: 0% is about no effect
RXFP1 agonist – RXFP1 (human) receptor agonism | Q9HBX9 | HEK293T-RXFP1 cAMP TR-FRET, 30 min; response scale: percent of porcine relaxin response, buffer zero | Potency, µM (titrated, usually from 57.5 µM), for the others: at the highest dose activation, hits mostly activators | 0.3% of 370,000 active | AID 2676; also: potency is read from the fitted curve at half-maximal effect; % is scaled to controls: 0 for no effect and ±100 for the full control effect; nearly all actives have a fitted effect of over 60% in size; many of its hits are not listed in these tables
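HEK293 cells stably expressing RXFP1, treated 30 min at 37C with compounds plus PDE4 inhibitor Ro 20174; cAMP measured by HTRF TR-FRET. Normalized to buffer and 29 nM porcine relaxin; EC50 by Hill fit.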
Anesthetic bind – candidate novel general anesthetic via apoferritin binding | P02791 | apoferritin/1-aminoanthracene competitive binding, fluorescence | Potency, µM (highest dose often 77.5 µM), inactives show top-dose activity change, negative = displacement, hits mostly inhibitors | 0.074% of 350,000 active | AID 485281; also: potency is read from the fitted curve at half-maximal effect; % is scaled to controls: 0 for no effect and ±100 for the full control effect; nearly all actives have a fitted effect of over 20% in size
Target sequence (P02791 2-175 limits assumed): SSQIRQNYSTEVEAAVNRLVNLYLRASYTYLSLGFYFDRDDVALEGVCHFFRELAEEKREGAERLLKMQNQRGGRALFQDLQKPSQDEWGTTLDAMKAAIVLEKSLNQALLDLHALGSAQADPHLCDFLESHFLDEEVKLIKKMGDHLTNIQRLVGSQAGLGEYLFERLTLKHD
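Steps: apoferritin (10 uM) was premixed with half-saturated 1-AMA in PBS, compounds were pin-transferred, plates stood 10 min at room temperature, fluorescence was read at 380/535 nm, and curves were fitted with a Hill equation.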
RXFP1 antag – antagonists of human relaxin receptor RXFP1; 0.59% of 350,000 active; AID 1259400; Q9HBX9; HEK293-RXFP1, relaxin-stimulated cAMP HTRF, 30 min; stronger effect = lower value; activity change, negative = inhibition, % at 57.5 µM;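 active = activity change of -60% or lower, but not beyond a set lower limit; inconclusive = change between -60% and -40%, or beyond the set limit; inactive = change above -40%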; also: % is scaled to controls: 0 for no effect and ±100 for the full control effect
D1 antagonist – blocks dopamine activation of the human D1 receptor | P21728 | HEK293 TREx D1 cells, calcium flux, dopamine EC80; stronger effect = lower value | activity change, negative = inhibition, % at 10 µM | 3.2% of 360,000 active | AID 504652; in the data active = activity change below about -30%; also: % is scaled to controls: 0 for no effect and ±100 for the full control effect
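Allosteric or orthosteric antagonism assessed as attenuation of the calcium response to EC80 dopamine, added 180 s after compound, in induced HEK293 Trex D1 cells loaded with no-wash calcium dye.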
TRHR enhancer – allosteric enhancers of human TRH receptor. P34981. TRHR cells, fluo-8 calcium fluorescence, EC20 TRH enhancement. enhancement, % at 2 µM. 0.66% of 360,000 active. AID 493056; in the data active = enhancement above about 30%; also: 0% is about no effect
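Enhancer read-out: after compound pinning and an initial kinetic agonist-mode read, an EC20 of TRH (10 nM final) was injected and fluo-8 calcium signal (Ex 480/Em 530) followed at 1 s/cycle for 100 cycles in TRHR-expressing cells.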
D2 PAM – D2 dopamine receptor (human) potentiation. HEK293 T-REx D2, calcium flux, EC20 dopamine potentiation. 0.34% of 340,000 active. potentiation, % at 10 µM. P14416;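 active = potentiation over 3 SD above the plate norm, cut at about 30% in these data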; also: 0% is about no effect
Target sequence (P14416 whole entry, looked up): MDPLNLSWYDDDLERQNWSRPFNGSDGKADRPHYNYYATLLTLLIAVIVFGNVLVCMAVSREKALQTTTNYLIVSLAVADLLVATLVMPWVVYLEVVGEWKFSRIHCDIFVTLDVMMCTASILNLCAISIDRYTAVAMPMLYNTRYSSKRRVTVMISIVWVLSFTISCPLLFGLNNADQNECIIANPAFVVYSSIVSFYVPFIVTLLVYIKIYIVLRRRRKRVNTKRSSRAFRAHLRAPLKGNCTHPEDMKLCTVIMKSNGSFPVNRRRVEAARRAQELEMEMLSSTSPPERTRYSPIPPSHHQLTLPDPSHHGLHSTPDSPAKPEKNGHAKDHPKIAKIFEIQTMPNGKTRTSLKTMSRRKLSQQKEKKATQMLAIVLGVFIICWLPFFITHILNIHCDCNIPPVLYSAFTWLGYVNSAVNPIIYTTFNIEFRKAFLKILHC
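Potentiation of an EC20 dopamine calcium response is measured in a force-coupled, tetracycline-inducible Hek293 Trex D2 line. Compound-only kinetic reads over 180 s flag agonists before dopamine addition.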
Starred values were filed as active, the others as inactive; ? = inconclusive; nt = no result given; & = joins results of further samples; [ ] = remark or other dose. Unless noted, calls follow the shape of the dose curve; as a rule, active = well fitted curve in the direction sought with a large enough effect; inconclusive = small, poorly fitted or top-dose-only effect, or another doubt; inactive = no such curve, though single readings can be large; an effect the other way counts as inactive or inconclusive.

SMILES	TRHR agonist	D1 ag	D1 PAM	RXFP1 agonist	Anesthetic bind	RXFP1 antag	D1 antagonist	TRHR enhancer	D2 PAM
C=CCn1c(C(C)NC(=O)C(C)(C)C)nc2ccccc21 (stereo unspecified)	-0.2	-3	4	-0.1%	-5%	4	-4	3	2
COCCNC(=O)c1cc(-c2ccncc2)nc2ccc(S(=O)(=O)N3CCOCC3)cc12	-0.6	1	-5	0.9%	-3%	3	-23	-3	-5
CCC1=Nc2cc(C(=O)O)ccc2Sc2ccc(Cl)cc21	-0.1	-2	-2	-0.1%	0%	nt	-1	-4	4
COc1ccc(OC)c(N/C(C)=C/C(=O)c2ccccc2)c1	-0.3	5	4	-0.7%	-1%	-19	-1	-8	-5
C=C1C(=O)O[C@@H]2C[C@@H](C)[C@@H]3C=CC(=O)[C@@]3(C)[C@@H](OC(C)=O)[C@H]12	0.2	2	-3	0.8%	-7%	nt	-9	-4	5
CCOC(=O)c1csc(-c2ccc3c(c2)CCO3)n1	-0.4	1	-2	3.4%	4%	-26	2	-3	7
CC(C)(CO)NC(=O)Nc1ccc(Cl)c(Cl)c1	0.9	11	-6	-2.1%	-5%	8	-11	-5	-8
COCCCN(C(=S)Nc1cc(C)cc(C)c1)C(C)c1ccncc1 (stereo unspecified)	0.0	1	-4	0.9%	-11%	6	10	-6	-2
O=C(Nc1cnc2ccccc2c1)c1cccc(-n2cnnn2)c1	-0.9	7	-4	0.8%	4%	-7	1	-1	1
Cc1ccccc1NC(=O)CSc1nnc(C2CC2)n1CC1CCCO1 (stereo unspecified)	0.6	2	0	0.2%	6%	-5	12	4	0
COc1cccc(CC(=O)Nc2nc(C)cs2)c1	0.3	7	0	0.0%	-22%	6	11	4	10
COc1ccc(NC(=O)C2CCCN(S(=O)(=O)c3c(C)n[nH]c3C)C2)cc1OC (stereo unspecified)	-0.2&1.4	3&-1	-6&6	2.5%&-1.0%	-3%&-7%	-4	14&-2	-3&-2	-1&0
N#Cc1cccc(NC(=O)COC(=O)CCc2ccc(S(=O)(=O)N3CCOCC3)cc2)c1	0.7	21	nt	-0.1%	nt	-20	-20	4	6
COc1cc(NC(=O)C2CCCO2)c(OC)cc1Cl (stereo unspecified)	-0.5	1	-4	-4.5%	-4%	-12	-1	3	6
COc1cc(OC)c(S(=O)(=O)N2CCN(C(=O)c3ccco3)CC2)cc1NC(C)=O	0.5	5	7	0.4%	5%	1	-3	3	nt
CCOc1ccc(C(=O)COC(=O)CN2C(=O)NC3(CCCCC3C)C2=O)cc1 (stereo unspecified)	0.1	-1	-1	-0.6%	nt	-1	-23	1	20
COc1ccc(Cc2c(N)nc(C)nc2N)cc1	0.5	5	2	1.5%	0%	-5	0	4	4
COc1cc(NC(=O)CCCOc2cc(=O)n(C)c3ccccc23)cc(OC)c1OC	0.6	3	-2	-1.4%	1%	-13	3	14	-3
Cc1ccc(CSc2nc3ccncc3n2CC(=O)Nc2cc(C)cc(C)c2)cc1	-0.3	1	-3	23%	-18%	3	-1	-4	0
Cc1c(CNC2CCCCCC2)c(C(=O)O)c(C)n1Cc1c(F)cccc1Cl	0.5	-1	3	2.1%	-17%	-19	-12	-5	6
NC(=O)NCc1ccccc1Cl	0.9	1	-3	-0.1%	0%	-2	-38*	-3	-2
CCOc1ccc(C(=O)n2cc(C(=O)OC)c3ccccc32)cc1OCC	-0.1	9	2	-0.7%	?	-6	-3	-6	9
COc1ccccc1/C=N/NC(=O)CC(=O)Nc1ccc(Cl)c(Cl)c1	0.3	0	-4	0.2%	?	-7	48	8	-14
CCN(CC)CCn1c(SCC(=O)Nc2ccc3c(c2)CCC3)nc2ccccc2c1=O	-0.3	2	-4	-0.1%	nt	7	-32*	-4	-14
Cc1ccccc1C(=O)NNC(=O)C(=O)N1CCCCC1	0.6	3	-2	1.6%	1%	3	13	-2	2

Next records:
SMILES	TRHR agonist	D1 ag	D1 PAM	RXFP1 agonist	Anesthetic bind	RXFP1 antag	D1 antagonist	TRHR enhancer	D2 PAM
Cc1cc(C)c(S(=O)(=O)N2CCCCC2CCNC(=O)C(=O)NCc2cccnc2)c(C)c1 (stereo unspecified)	-0.3	7	4	-0.8%	nt	-5	-13	14	3
COc1ccc(NC(=O)c2ccccc2NS(=O)(=O)c2ccc(C)cc2)c([N+](=O)[O-])c1	-1.1	2	2	3.1%	?	-2	-12	-1	-3
O=C(CCC(=O)N(CC(=O)NC1CCCCC1)Cc1cccs1)Nc1nccs1	0.5	1	4	-1.7%	-9%	1	-5	2	-4
Cc1cc2cc3c(cc2nc1SCC(=O)N1CCOCC1)OCO3	-0.6	4	-6	5.1%	1%	3	0	-2	-2
CCCCN(Cc1ccccc1)C(=O)CN(C)S(=O)(=O)c1ccc2c(c1)c(=O)n(C)c(=O)n2C	-0.3	0	6	1.0%	-4%	nt	-1	-2	2
COc1ccc(/C=N/NC(=O)c2ccc(Cl)cc2)cc1Cn1cc(Cl)cn1	-1.7	0	-2	-2.1%	-2%	-11	12	8	-26
CC(C)(C)c1ccc(-c2nn(CCC#N)cc2/C=N/O)cc1	-0.5	1	-3	3.9%	-4%	7	3	3	9
Cc1cc(C)c(NC(=O)CN2C(=O)c3cccnc3Oc3ccc(C)cc32)c(C)c1	-0.8	-1	8	1.2%	?	-1	24	-3	18
CCCOc1cccc(C(=O)Nc2ccc(Br)cc2F)c1	-0.7	4	-7	1.7%	-6%	-10	2	-3	-6
CN1C(=O)c2[nH]nc(-c3ccc(F)cc3)c2C1c1cccc(O)c1 (stereo unspecified)	-0.8	0	3	-0.4%	-11%	-2	16	2	16
COc1cc(NC(=O)C2CCC(=O)N2S(=O)(=O)c2ccc(C)cc2)cc(OC)c1 (stereo unspecified)	-0.8	3	1	1.0%	-1%	-13	-1	3	-13
Cc1ccc(C)c(N2N=C(C(=O)NCCN3C(=O)S/C(=C\c4cccnc4)C3=O)CCC2=O)c1	0.0	0	8	-2.3%	nt	-8	-9	12	16
O=C(CCCOC(=O)c1ccc(O)cc1O)c1ccccc1	-0.3	15	nt	-0.6%	nt	-12	-13	11	6
Fc1cccc(NC(=S)N2CCCCC2)c1	2.1	1	-2	2.8%	?	-3	-8	-3	-5
Cc1ccc(NC(=O)CC2S/C(=N/N=C3/NC(=O)CS3)NC2=O)cc1 (stereo unspecified)	0.1	0	-1	0.2%	-11%	-14	-16	-1	-4
COc1ccc(-c2cc(=O)c3ccccc3n2C)cc1	-0.6	0	1	-3.8%	-1%	-3	2	0	-7
O=C(CN1C(=O)c2ccccc2S1(=O)=O)NCc1ccco1	0.1	0	3	-0.8%	-2%	8	1	-3	-2
Cc1csc(NC(=O)CN2C(=O)COc3ccc(Cl)cc32)n1	-0.4	15	0	1.2%	nt	-5	16	-2	14
O=C1COC(c2ccccc2)=CN1Cc1ccccc1	-0.3	9	-7	0.8%	nt	nt	-7	4	2
COc1ccc(CNC(=O)C2CC(C)=C(C)CC2C(=O)O)cc1OC (stereo unspecified)	0.7	2	-1	-1.0%	-3%	1	-3	5	11
CCOC(=O)c1c(C)[nH]c(C(=O)COC(=O)C2(C)CC2(Cl)Cl)c1C (stereo unspecified)	0.7	6	3	-0.6%	?	6	-11	-1	4
Cc1ccc2nc(N3CC(C)OC(C)C3)nc(-c3ccccc3)c2c1 (stereo unspecified)	-0.5	0	0	7.2%	33%[activator]	-27	7	-4	-6
COCCn1c(SCC(=O)N2CCCc3ccccc32)nc2cccnc21	-0.3	0	-4	-1.1%	-8%	-5	-8	-5	-8
C/C(=N/NC(=O)c1ccc(C)s1)c1ccncc1	-0.6	1	1	-0.2%	-3%	7	24	0	-7
O=C(Cn1c(=O)c2cccn2c2ccc(F)cc21)NCc1cccc(Cl)c1	-0.2	0	-3	14%	-18%	-12	1	-2	-9

In the list so far, these have an NH in an aromatic ring:
SMILES	TRHR agonist	D1 ag	D1 PAM	RXFP1 agonist	Anesthetic bind	RXFP1 antag	D1 antagonist	TRHR enhancer	D2 PAM
COc1ccc(NC(=O)C2CCCN(S(=O)(=O)c3c(C)n[nH]c3C)C2)cc1OC (stereo unspecified)	-0.2&1.4	3&-1	-6&6	2.5%&-1.0%	-3%&-7%	-4	14&-2	-3&-2	-1&0
CN1C(=O)c2[nH]nc(-c3ccc(F)cc3)c2C1c1cccc(O)c1 (stereo unspecified)	-0.8	0	3	-0.4%	-11%	-2	16	2	16
CCOC(=O)c1c(C)[nH]c(C(=O)COC(=O)C2(C)CC2(Cl)Cl)c1C (stereo unspecified)	0.7	6	3	-0.6%	?	6	-11	-1	4

Continuation.
SMILES	TRHR agonist	D1 ag	D1 PAM	RXFP1 agonist	Anesthetic bind	RXFP1 antag	D1 antagonist	TRHR enhancer	D2 PAM
O=C(Cc1nnc(NC(=O)c2ccccc2)s1)N/N=C/c1cccc(O)c1	0.3	-2	0	0.5%	-12%	-5	-2	10	12
CCOC(=O)c1c(C)[nH]c(C(=O)N/N=C\c2ccccc2O)c1C	0.3	13	-14	1.0%	5%	nt	-21	1	-21
O=C(CC1SC(=Nc2ccc(OC(F)F)cc2)N(CCN2CCOCC2)C1=O)Nc1ccc(F)cc1F (stereo unspecified)	1.5	3	-4	0.6%	0%	-6	18	1	13
C=CCNC(=O)Nc1ccc(Cl)cn1	-0.8	-1	-4	0.6%	-8%	-1	-5	0	11
O=C(N/N=C/c1ccncc1)c1cc([N+](=O)[O-])cc([N+](=O)[O-])c1	-0.4	3	1	-0.3%	-7%	-5	-3	19	nt
Cc1ccccc1NC(=O)NCCCN1CCN(c2ccccc2F)CC1	0.0	9	-5	3.6%	-5%	nt	-82*	5	-23
Nc1c(Cl)cc(S(N)(=O)=O)cc1S(N)(=O)=O	0.2	2	-1	3.0%	3%	-6	-2	2	-2
Cc1cccnc1CN1CCN(C(=O)c2cc(COc3ccc4ncccc4c3)on2)CC1	-0.3	8	3	0.5%	-12%	-11	-14	10	4
Cc1ccc(Cl)cc1NC(c1ccc(F)cc1)c1nnc(-c2ccccc2)o1 (stereo unspecified)	-0.6	-1	-2	-1.5%	45%[activator]	nt	12	-1	0
CCc1ccc(-n2c(=O)c3c(C)c(C(=O)N(C)C)sc3n(Cc3cccc(C)c3)c2=O)cc1	0.0	-1	0	1.8%	2%	-2	6	8	14
CC(C)CCN=Cc1c(O)n(-c2ccccc2)c(=O)c2ccccc12	-1.6	0	-1	1.3%	-22%	-16	3	-2	10
O=C(CN(c1cccc(C(F)(F)F)c1)S(=O)(=O)c1ccc(Cl)c([N+](=O)[O-])c1)NCc1ccc(F)cc1	0.4	9	-4	0.6%	?	-31	-15	-5	0
CCC(=O)N1c2ccc(S(=O)(=O)CCC(=O)NCc3ccc4c(c3)OCO4)cc2CC1C (stereo unspecified)	0.2	0	1	0.1%	-7%	7	-5	10	-3

Source: PubChem BioAssay (National Center for Advancing Translational Sciences (NCATS))

A portion of the library (hit frequency here may not be typical).
